SF-1 act = activates the human nuclear receptor SF-1 | AID 522 | CHO-K1 Gal4-SF-1 LBD luciferase reporter; % increase over DMSO SF-1-specific signal | activation, % at 10 µM | 1.9% of 65,000 active;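 active = activation above the mean activation of all tested compounds plus 3 SD, cut at about 50% in these data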
Target sequence (Q13285 whole entry, looked up, the tested form may be a part): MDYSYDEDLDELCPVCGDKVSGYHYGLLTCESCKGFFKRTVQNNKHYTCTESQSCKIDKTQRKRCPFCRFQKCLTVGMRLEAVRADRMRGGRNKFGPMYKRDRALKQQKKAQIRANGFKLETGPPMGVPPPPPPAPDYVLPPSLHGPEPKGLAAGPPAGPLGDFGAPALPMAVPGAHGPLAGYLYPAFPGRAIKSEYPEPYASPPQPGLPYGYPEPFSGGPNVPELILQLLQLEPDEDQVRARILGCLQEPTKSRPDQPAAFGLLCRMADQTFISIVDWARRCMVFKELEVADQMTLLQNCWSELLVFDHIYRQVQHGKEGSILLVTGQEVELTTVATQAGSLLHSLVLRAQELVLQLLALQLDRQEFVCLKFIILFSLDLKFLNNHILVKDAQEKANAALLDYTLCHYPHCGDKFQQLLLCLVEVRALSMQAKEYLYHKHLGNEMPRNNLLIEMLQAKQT
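material = CHO-K1 cells with Gal4–hSF-1 LBD chimera plus Gal4-driven luciferase | compound = 10 µM single point, 1% DMSO | incubation = 20 h compound exposure at 37 °C after 1 h cell settling | measured by = SteadyLite luciferase luminescence | evaluation = percent activation relative to DMSO median and mock-transfected background | control set = DMSO negative control and −SF1 background wells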
D1 mod = D1 dopamine receptor (human) allosteric modulation; P21728; HEK293 D1, CRE-luciferase, dopamine EC30 potentiation; actives deviate in either direction; B-score at 10 µM; 5.9% of 58,000 active; AID 641;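 active = luminescence count or its row- and column-corrected plate score outside the 99.7% band of the plate's sample wells, on either side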
Target sequence (P21728 whole entry, looked up): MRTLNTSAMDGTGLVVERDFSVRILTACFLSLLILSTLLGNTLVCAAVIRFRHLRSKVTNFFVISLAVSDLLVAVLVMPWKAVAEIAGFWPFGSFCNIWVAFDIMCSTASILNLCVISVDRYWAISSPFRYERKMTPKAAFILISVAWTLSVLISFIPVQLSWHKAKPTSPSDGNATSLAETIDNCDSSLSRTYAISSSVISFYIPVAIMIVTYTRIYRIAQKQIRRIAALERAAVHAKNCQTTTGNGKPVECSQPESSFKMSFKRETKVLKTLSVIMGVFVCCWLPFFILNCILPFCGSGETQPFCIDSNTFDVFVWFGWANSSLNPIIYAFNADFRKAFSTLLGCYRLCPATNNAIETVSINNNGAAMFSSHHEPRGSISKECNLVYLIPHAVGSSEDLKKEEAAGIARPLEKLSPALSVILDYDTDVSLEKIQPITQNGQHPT
Ecoli tolC = E. coli tolC mutant growth inhibition | 2.2% of 65,000 active | growth inhibition, % at 10 µM (by protocol) | AID 573 | E. coli BW25113 tolC mutant growth, OD615;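 active = growth inhibition at or above a cutoff equal to the mean over every tested compound plus 3 SD, cut at about 60% in these data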;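 also: growth measured after 20 h incubation at 37 °C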
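System: E. coli ΔtolC::kan strain BW25113; Buffer or medium: LB broth supplemented with 50 µg/mL kanamycin; Compound: 10 µM final, single dose; Incubation: bacterial growth with compound for 20 h at 37 °C; Signal: A615 absorbance measurement; Evaluation: growth inhibition in percent.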
NADH enzymes = inhibition of NAD/NADH coupling enzymes, library profiling | 0.02% of 65,000 active | coupled PK/LDH NADH assays, four targets | IC50, µM (series often up to 10 µM), for the others: at the top dose inhibition;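 active = single-dose screening hits from any of four coupled enzyme assays that gave an IC50 when retested across doses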;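 also: the DPM-DC format reads NADH fluorescence rather than 340 nm absorbance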
HEK293 NFkB inh = inhibitors of the PMA/ionomycin-induced NF-kB reporter in HEK293 cells; HEK-293 NF-kB luciferase reporter, luminescence; 0.21% of 62,000 active; inhibition, % at 3 µM; AID 465;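 active = inhibition above the mean of all tested compounds plus 3 SD, cut at about 40% in these data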;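 also: 0% = stimulated DMSO wells and 100% = 10 µM reference inhibitor 5653914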
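System: NF-kB luciferase reporter HEK-293 cells | Replication: Single test | Control set: DMSO vs reference inhibitor | Evaluation: % inhibition | Schedule: 1 h pretreatment, 16 h stimulation, 37 °C | Probe or stimulus: PMA with ionomycin | Compound dosing: One dose, 3 µM | Detection: Luciferase luminescence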
TNAP act DEA = activators of human TNAP at intermediate phosphate acceptor. P05186. purified TNAP, CDP-star luminescence, 100 mM DEA, 30 min; active compounds read high; scale: 0 levamisole-inhibited, 1 vehicle-only enzyme. activation factor at 20 µM. 64,000 tested, under 10 active;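 active = activation factor of at least 2 at 20 µM, relative to controls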
Jurkat tox 60K = cytotoxicity toward Jurkat cells; Jurkat E6.1 viability, ATP luminescence, 48 h; inhibition, % at 4 µM; 1.2% of 56,000 active;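 active = inhibition above the mean inhibition of all tested compounds plus 3 SD, cut at about 28% in these data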
M1 antag = blocks the rat M1 muscarinic receptor response to acetylcholine; B-score at 10 µM; 3.4% of 64,000 active; CHO-M1 cells, Fluo-4 calcium, ACh EC80 antagonist mode; active compounds read low; AID 628;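 active = calcium fluorescence response, raw or row-and-column corrected B-score, differing from the plate sample mean either way at a set confidence level, mostly lower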
M1 agonist = agonists of M1 muscarinic receptor | CHO-M1 cells, Fluo-4 calcium fluorescence, agonist mode; active compounds read high | B-score at 10 µM | 3% of 64,000 active | AID 626;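 active = fluorescence rise, raw or as B-score row- and column-corrected plate score, outside the 99.7% band of its plate's samples, either direction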
* hit, by the source's call; nt = not tested or not shown; [ ] = another dose, or the depositor's remark.

SMILES	SF-1 act	D1 mod	Ecoli tolC	NADH enzymes	HEK293 NFkB inh	TNAP act DEA	Jurkat tox 60K	M1 antag	M1 agonist
CCOC(=O)c1cnc(-n2nc(C)cc2C)nc1Nc1cccc(C(C)=O)c1	8	0.96	31	2%	7	0.9	2	0.073	-1.1
Clc1ccc(-c2nnc(NC3=NCCCCC3)o2)cc1	-58	-5.8*	-7	6%	-2	0.9	3	-1.1	-0.082
CCN(CC)S(=O)(=O)c1ccc(C(=O)Nc2nnc(C(C)C)s2)cc1	43	-1.4	10	3%	0	0.9	-15	0.063	-0.44
COc1ccc(-c2nnc(SCC(=O)/C(C#N)=C(\C)N)o2)cc1	1	-3.2*	-20	5%	-37	0.9	12	0.096	-0.097
Cc1cc(C)nc(Sc2c(F)c(F)c(C(F)(F)F)c(F)c2F)n1	11	0.48	-10	2%	6	0.9	-2	nt	nt
Cc1ccc(CNC(=O)CCCn2c(=O)[nH]c3ccccc3c2=O)cc1	5	-0.18	0	5%	7	1	0	0.54	-0.28
O=C(NCc1cn2ccsc2n1)c1cccc(C(F)(F)F)c1	-8	nt	-3	7%	-6	1	0	0.95	0.66
CC1c2nc3ccccc3n2C(CC(=O)NCc2ccccn2)C(=O)N1Cc1ccccc1 (configuration not stated)	7	-0.4	-11	2%	13	0.9	-4	0.38	-0.75
Fc1cccc(-n2c(-c3ccco3)nc3nc4ccccc4nc32)c1	10	9.2*	-1	5%[fluoresces]	21	1	-1	0.087	-0.43
Cc1sc(NC(=O)c2oc3ccccc3c2C)c(C#N)c1C	21	0.7	-3	3%[fluoresces]	8	0.9	2	-0.28	-0.13
CSc1nc2[nH]c3c(c2c2nncn12)CC(C)(C)OC3	2	nt	15	3%	nt	0.9	nt	-0.006	-0.31
CC(=O)NCCOc1ccc2oc3ccccc3c2c1	38	0.48	4	0%	-8	1	1	-0.3	-0.41
CCCCC(CC)CNC(=O)c1cccs1 (configuration not stated)	-13	0.24	24	5%	8	0.9	14	0.79	0.27
Cc1nc(NC2=NCN(Cc3ccc4c(c3)OCO4)CN2)nc2ccccc12	-10	nt	0	5%	2	0.8	-4	-9.2*	0.47
CCOC(=O)C1C(=O)CC(C)(O)C(C(=O)OCC)C1c1ccccc1OC (configuration not stated)	8	0.11	4	6%	-4	0.9	0	0.42	-0.11
Cc1ccc2c(c1)NC(=O)C(CC(=O)N(C)Cc1ccccc1)O2 (configuration not stated)	11	0.54	6	0%	13	0.9	-3	-1.1	0.36
CC(C)C1C2=C(CC(C)(C)CC2=O)ON1c1ccccc1 (configuration not stated)	4	6.7*	5	3%[fluoresces]	10	0.9	7	-0.27	0.74
COc1ccc(OC)c2c1CCC2=O	-8	nt	11	4%[fluoresces]	nt	0.9	nt	0.45	-1
COc1ccccc1C1C=C(c2ccccc2)Nc2nnnn21 (configuration not stated)	17	nt	7	5%	-4	0.9	80*	nt	nt
CCCN(CCC)C(=O)C1CCN(c2cc(C)nc3c(-c4ccc(OC)c(OC)c4)c(C)nn23)CC1	-3	0.44	2	5%	15	0.8	5	-0.43	2.9
N#Cc1c(N2CCOCC2)nc(N2CCCCC2)c2c1CCN(C1CCCCC1)C2	0	0.75	7	4%	nt	0.9	nt	-1.8	-1
CCC(=O)N1CCc2cc(S(=O)(=O)N(CC)c3cccc(C)c3)ccc21	6	0.51	8	8%	15	1	nt	1.2	-0.4
O=c1cc(NCc2ccccc2)c2ccccc2o1	6	-0.35	20	1%	9	1	1	0	0.36
O=C(C1CCCC1)N(c1ccccc1)C1C=CS(=O)(=O)C1 (configuration not stated)	29	nt	-15	10%	9	0.9	0	0.15	0.19
O=C(CN1C(=O)c2ccccc2S1(=O)=O)Nc1ccc(S(=O)(=O)N2CCCCCC2)cc1	4	-0.31	17	4%	11	0.9	5	0.022	-1.5
COc1ccc(CN2C(=O)C3C4C=CC(C4)C3C2=O)cc1 (configuration not stated)	-10	nt	1	6%	19	1	nt	0.1	-0.014
Cc1oc(C)c(C(=O)Nc2ccc(CC(=O)O)cc2)c1C(=O)Nc1ccc(CC(=O)O)cc1	-14	0.12	-4	6%	15	0.9	-8	nt	nt
CCCCc1c(O)nc(SCC(=O)Nc2ccc3c(c2)CCC3)[nH]c1=O	9	0.83	15	2%	8	0.9	-3	1.1	1.1
O=C(COc1cccc(NC(=O)c2ccco2)c1)c1ccc(F)cc1	31	-0.0021	39	2%	14	1	2	-1.1	5.7*
CN(C)c1ccc(-c2nnn(Cc3ccccc3Br)n2)cc1	3	1.2	31	9%	3	0.8	-2	0.47	-0.16

In the list so far, these contain an NH in an aromatic ring.
SMILES	SF-1 act	D1 mod	Ecoli tolC	NADH enzymes	HEK293 NFkB inh	TNAP act DEA	Jurkat tox 60K	M1 antag	M1 agonist
Cc1ccc(CNC(=O)CCCn2c(=O)[nH]c3ccccc3c2=O)cc1	5	-0.18	0	5%	7	1	0	0.54	-0.28
CSc1nc2[nH]c3c(c2c2nncn12)CC(C)(C)OC3	2	nt	15	3%	nt	0.9	nt	-0.006	-0.31
CCCCc1c(O)nc(SCC(=O)Nc2ccc3c(c2)CCC3)[nH]c1=O	9	0.83	15	2%	8	0.9	-3	1.1	1.1

(list continues)
SMILES	SF-1 act	D1 mod	Ecoli tolC	NADH enzymes	HEK293 NFkB inh	TNAP act DEA	Jurkat tox 60K	M1 antag	M1 agonist
CCCN(CCC)c1nc(NC2CCN(C(=O)OCC)CC2)nc(OC)n1	-23	-0.39	81*	4%	6	1	3	-0.2	-0.33
CCCS(=O)(=O)Nc1c(C(=O)O)[nH]c2ccccc12	-10	0.035	-13	12%	7	0.9	9	-0.32	-0.0036
Cc1cc(C(C)c2ccccc2)c(O)c(CN2CCOCC2)c1C (configuration not stated)	-8	0.081	58	1%	2	1	-2	0.27	-0.2
COc1cccc(CNc2ccc(Br)cn2)c1O	45	nt	12	3%	nt	1	nt	-0.36	1.1
CCOC(=O)c1nc2nc(C)cc(=O)n2[nH]1	5	-0.12	-2	4%	17	1	-7	-0.29	0.65
CCOC(=O)c1csc(NC(=O)c2ccc(OC)c(OC)c2)n1	-6	1	-11	5%	17	0.9	-1	nt	nt
COC(=O)C1=C(C)NC(C)=C(C(=O)OC)C1c1cn(-c2ccccc2)nc1-c1ccco1	nt	0.68	52	9%	nt	1.1	nt	0.0064	-0.06
CC(C)CCSc1nnc(Cn2c(=O)sc3ccccc32)n1C	-3	nt	5	1%	20	1	0	0.31	-0.47
c1cnc(NC2C3CC4CC(C3)CC2C4)nc1 (configuration not stated)	2	0.19	-11	4%	-1	0.9	-8	-0.25	2.2
Cc1ccc(S(=O)(=O)N(CC(=O)O)Cc2ccccc2F)cc1	0	-0.87	8	8%	4	1	-3	-0.5	0.11
COc1ccc(-c2nc(CSCC(=O)NCc3ccco3)c(C)o2)cc1	-69	-1	0	9%	5	0.9	-6	1	0.025
CCCCNC(=O)CCn1nc(-c2ccccc2)ccc1=O	7	-0.2	-6	4%	7	1	-11	-0.013	0.75
CCN(CC)CCCN1C(=O)C(=O)/C(=C(/O)c2ccc3c(c2)CC(C)O3)C1c1cccnc1 (configuration not stated)	-1	nt	-3	1%	nt	1.1	nt	0.017	0.39
CC1CCN(CCCNC(=O)C2CCC(=O)N2C2CCCC2)CC1 (configuration not stated)	-32	0.42	-1	4%	-4	0.9	-2	-0.61	-0.093
CC(C)c1nnc(NC(=O)CCC(=O)NCC2CCCO2)s1 (configuration not stated)	-2	-0.1	-12	6%	4	0.8	-9	nt	nt

Exported bar-delimited: part of the list above
Compound | SF-1 act | D1 mod | Ecoli tolC | NADH enzymes | HEK293 NFkB inh | TNAP act DEA | Jurkat tox 60K | M1 antag | M1 agonist
CCCCNC(=O)CCn1nc(-c2ccccc2)ccc1=O | 7 | -0.2 | -6 | 4% | 7 | 1 | -11 | -0.013 | 0.75
Cc1oc(C)c(C(=O)Nc2ccc(CC(=O)O)cc2)c1C(=O)Nc1ccc(CC(=O)O)cc1 | -14 | 0.12 | -4 | 6% | 15 | 0.9 | -8 | nt | nt
O=C(CN1C(=O)c2ccccc2S1(=O)=O)Nc1ccc(S(=O)(=O)N2CCCCCC2)cc1 | 4 | -0.31 | 17 | 4% | 11 | 0.9 | 5 | 0.022 | -1.5
Cc1sc(NC(=O)c2oc3ccccc3c2C)c(C#N)c1C | 21 | 0.7 | -3 | 3%[fluoresces] | 8 | 0.9 | 2 | -0.28 | -0.13
CCCCc1c(O)nc(SCC(=O)Nc2ccc3c(c2)CCC3)[nH]c1=O | 9 | 0.83 | 15 | 2% | 8 | 0.9 | -3 | 1.1 | 1.1

Going on with the list.
SMILES	SF-1 act	D1 mod	Ecoli tolC	NADH enzymes	HEK293 NFkB inh	TNAP act DEA	Jurkat tox 60K	M1 antag	M1 agonist
COc1ccc(C(=O)Nc2cc(C)on2)cc1	-1	-0.24	-2	3%	-11	1	0	-0.27	-0.77
COc1ccc2c(CC#N)c[nH]c2c1	8	0.066	-25	3%	14	1	4	0.16	0.65
O=C(NCCc1ccccc1)C1CC(c2ccccc2O)=NO1 (configuration not stated)	2	-1.2	-2	5%	1	0.9	-4	0.37	-0.028
CC(=O)c1cc2c(cc1NC(=O)c1cc3nc(C(C)C)cc(C(F)(F)F)n3n1)OCO2	-10	-0.83	0	8%	10	0.9	-4	-0.22	0.2
CCO/C=C1\C(=O)N(c2ccccc2)C(=O)c2ccccc21	6	0.81	3	9%[fluoresces]	-1	0.9	-4	-0.025	-0.088
COC(=O)c1cc(Br)c(=O)n(-c2ccc(C(C)=O)cc2)c1	-1	-0.17	-9	4%	12	0.9	-2	1.1	-0.096
CCN1C(=O)C2C(c3cccc(F)c3)NC(C)(C(=O)OC)C2C1=O (configuration not stated)	7	-0.04	-26	7%	12	0.9	-1	-0.042	-0.064
Cc1csc(NC(=O)CSc2nc(C)cs2)n1	-4	-0.7	4	4%	18	0.9	-4	-0.63	-1.2
CC1(C)CC(=O)c2cnc(NCC3CCCO3)nc2C1 (configuration not stated)	4	0.25	-13	5%	13	1	-4	-0.0059	-0.014
CCCCNC(=O)CS(=O)Cc1nc(-c2cccc(Cl)c2)oc1C (configuration not stated)	-4	0.65	6	6%	17	1	-2	1.5	-0.5
N#Cc1c2c(c(NCc3ccco3)n3c1nc1ccccc13)CCC2	-18	-0.27	-13	3%	10	1	8	-0.057	-0.49
O=C(O)CC(CC(=O)Nc1nncs1)c1ccccc1 (configuration not stated)	-6	0.039	-14	6%	15	1	-10	0.00023	1.5
COc1ccc(N2C(=O)CSC2c2ccc3c(c2)OCO3)c(OC)c1 (configuration not stated)	8	-0.35	3	13%	5	0.9	-3	-0.4	0.27
Cc1nc2c(-c3ccccc3)c(C)nn2c(C)c1CCC(=O)NCc1ccco1	-2	-5.2*	-4	4%	5	0.9	8	0.13	0.81
Cn1cnnc1SCNC(=O)C(F)(F)F	-1	-0.58	3	0%	13	1	-2	0.63	0.18

Reprinted at random: two entries already listed.
SMILES	SF-1 act	D1 mod	Ecoli tolC	NADH enzymes	HEK293 NFkB inh	TNAP act DEA	Jurkat tox 60K	M1 antag	M1 agonist
Cc1nc2c(-c3ccccc3)c(C)nn2c(C)c1CCC(=O)NCc1ccco1	-2	-5.2*	-4	4%	5	0.9	8	0.13	0.81
O=C(O)CC(CC(=O)Nc1nncs1)c1ccccc1 (configuration not stated)	-6	0.039	-14	6%	15	1	-10	0.00023	1.5

Screening results as filed in PubChem.
